Source: PubChem BioAssay (National Center for Advancing Translational Sciences (NCATS))
Pf growth 48h: Primary qHTS for delayed death inhibitors of the malarial parasite plastid, 48 hour incubation. P. falciparum luciferase growth in erythrocytes, 48 h. Potency, µM (titrated, usually from 28.7 µM), for inactives: at the highest dose activity change, negative = inhibition, actives largely listed as inhibitors. 310,000 tested, 5.9% active. AID 504832, 2011; further: potency means the concentration at half of the fitted maximal effect; on the % scale 0 is the no-effect control and ±100 the full control effect
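Erythrocytes infected with P. falciparum carrying an integrated firefly luciferase reporter (2% hematocrit, 0.1% parasitemia final) were exposed to compounds in RPMI 1640 with 0.5% Albumax at 37 C, 5% CO2. Growth inhibition was scored as reduced luminescence.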
AMA1-RON2 inh: qHTS for Inhibitors of AMA1-RON; Towards Development of Antimalarial Drug Lead: Primary Screen | Plasmodium falciparum AMA1 (3D7) - RON2 peptide interaction | AlphaScreen AMA1-biotinylated RON2 peptide binding | Potency, µM (titrated, usually from 58.2 µM), without a hit: at the top dose activity change, negative = inhibition, hits mostly inhibitors | 360,000 tested, 0.2% active | AID 720542, 2013;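 further: potency means the concentration at half of the fitted maximal effect; 0% = vehicle wells and -100% = peptide control; nearly all actives have a fitted effect of over 45% in size; some results filed as inactive show a strong effect at the top dose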
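AMA1 (3D7) with his tag at 25 nM final met compounds first, then biotinylated RON2 peptide at 25 nM; detection used donor plus acceptor beads, 10 µg/mL apiece, read by AlphaScreen after 30 min at room temperature.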
Pf growth 96h: Primary qHTS for delayed death inhibitors of the malarial parasite plastid, 96 hour incubation; Potency, µM (series often up to 28.7 µM), for inactives: at the highest dose activity change, negative = inhibition, most hits filed as inhibitors; 320,000 tested, 6.9% active; P. falciparum luciferase reporter growth, 96 h; AID 504834, 2011; further: potency means the concentration at half of the fitted maximal effect; on the % scale 0 is the no-effect control and ±100 the full control effect
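Infected RBCs, 2% Hct / 0.05% parasitemia final; luciferase-reporter P. falciparum; cpd 96 h, 37 C, 5% CO2; luciferase detection reagent; luminescence.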
TbPYK inhibitor: qHTS of Trypanosoma Brucei Inhibitors; pyruvate kinase (Trypanosoma brucei), Q57TT1; AID 624173, 2012; 410,000 tested, 0.12% active; Potency, µM (highest dose often 76.8 µM), inactives show at the top dose activity, negative = inhibition, hits mostly inhibitors; TbPYK enzyme, Kinase-Glo Plus ATP luminescence, 45 min; further: potency means the concentration at half of the fitted maximal effect; on the % scale 0 is the no-effect control and ±100 the full control effect; nearly all actives have a fitted effect of over 50% in size
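Glycolytic pyruvate kinase of T. brucei was incubated with substrate, test compound and 130 uM ADP for 45 minutes at room temperature. Luminescent Kinase-Glo Plus signal was measured after 10 minutes.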
LmPK inh: qHTS Assay for Inhibitors of Leishmania Mexicana Pyruvate Kinase (LmPK). Potency, µM (titrated, usually from 57.5 µM), for the others: at the top dose activity change, negative = inhibition, most hits filed as inhibitors. AID 1721, 2009. 290,000 tested, 0.37% active. Q27686. purified LmPK, Kinase-Glo ATP luminescence, 1 h; further: potency means the concentration at half of the fitted maximal effect; on the % scale 0 is the no-effect control and ±100 the full control effect
Target sequence (Q27686 whole entry, looked up): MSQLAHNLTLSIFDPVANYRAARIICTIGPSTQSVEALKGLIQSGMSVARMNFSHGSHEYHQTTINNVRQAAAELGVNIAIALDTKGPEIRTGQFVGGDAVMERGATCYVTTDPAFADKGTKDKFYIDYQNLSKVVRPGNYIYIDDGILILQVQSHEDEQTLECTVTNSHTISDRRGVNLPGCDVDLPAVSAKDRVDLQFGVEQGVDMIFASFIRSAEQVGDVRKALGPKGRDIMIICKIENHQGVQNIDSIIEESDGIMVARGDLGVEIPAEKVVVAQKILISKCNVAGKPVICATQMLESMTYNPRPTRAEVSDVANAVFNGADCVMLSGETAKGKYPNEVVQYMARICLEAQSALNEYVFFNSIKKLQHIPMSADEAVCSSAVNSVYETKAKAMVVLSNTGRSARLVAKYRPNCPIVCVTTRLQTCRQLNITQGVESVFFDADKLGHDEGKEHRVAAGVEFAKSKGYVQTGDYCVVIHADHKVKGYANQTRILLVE
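Screened at intermediate enzyme activity to detect both inhibitors and activators: LmPK at 0.1 nM, with a 0.5 nM enzyme column as activation reference. PEP 0.5 mM, ADP 0.1 mM; ATP detected by luminescence after 1 h.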
Shiga toxin inh: A qHTS for Small Molecule Inhibitors of Shiga Toxin; inhibition, % at 38.7 µM; 290,000 tested, 9.2% active; Vero cells, Shiga toxin protein synthesis inhibition reporter; in the data active means inhibition mostly above about 28%, no sharp cut-off; inactive means mostly below about 43%; further: 0% is about no effect
Cycloheximide cs: Cycloheximide Counterscreen for Small Molecule Inhibitors of Shiga Toxin; AID 2314, 2010; cell reporter, cycloheximide protein synthesis inhibition counterscreen; max response, %; 300,000 tested, 12% active; in the data active means max response mostly above about 13%, no sharp cut-off; inactive means mostly below about 14%; further: read at 38.3 µM for the half of the compounds with a filed dose; 0% is about no effect
* = called active by the depositor; ? = inconclusive; nt = no result given; & = joins results of further samples; [ ] = another dose, or the depositor's remark. Unless noted, the call rests on the fitted dose curve; in most records, active means well fitted curve in the direction sought with a large enough effect; inconclusive means small, poorly fitted or top-dose-only effect, or another doubt; inactive means no such curve, though single readings can be large; an effect the other way counts as inactive or inconclusive.

SMILES | Pf growth 48h | AMA1-RON2 inh | Pf growth 96h | TbPYK inhibitor | LmPK inh | Shiga toxin inh | Cycloheximide cs
CC(NS(=O)(=O)c1ccc(Cl)cc1)C(=O)Nc1ccc2c(c1)OCCO2 (centres undefined) | 0% | -8% | 30%[activator] | -5% | -2% | -6 | -2
COc1ccc(-c2cc(C(=O)N3CCCC3)no2)cc1OC | 70%[activator] | -2% | -4% | 4% | 0% | 86* | 20*
O=C(Cn1ccc(NC(=O)OCc2ccccc2)nc1=O)NCc1nc2ccccc2[nH]1 | 6% | -9% | ? | -2% | nt | nt | nt
CC(=O)N(C(C)=O)n1c(/C=C/c2cccc([N+](=O)[O-])c2)nc2ccccc2c1=O | -2% | 11% | -14% | 2% | 0% | -6 | -4
O=C(/C=C/c1ccc(Cl)cc1)N1CCN(c2ccc([N+](=O)[O-])c(N3CCOCC3)c2)CC1 | ? | -2% | 10µM* | -2% | 1% | -10 | -1
COc1ccc(C2=NN(C(=O)CN3CCCCC3)C(c3ccc(OC)cc3)C2)cc1 (centres undefined) | ? | -9% | ? | -3% | 8% | -9 | 11
CCCCN1C[C@H](C)[C@@H](CC(=O)NCc2ccccc2)C1=O | -12% | -7% | 32%[activator] | -5% | 0% | 3 | -1
CCOc1cc(N2CCOCC2)c(OCC)cc1NC(=O)Cc1cccc(OC)c1 | ? | -4% | ? | 1% | 3% | -7 | -4
COc1ccccc1OCC(=O)Nc1ccc(S(=O)(=O)Nc2cc(C)on2)cc1 | 6% | 10% | ? | -15% | 0% | 2 | -2
CC(C)(/C=N/O)/[N+]([O-])=C/c1ccco1 | 1% | 6% | 64% | 3% | 1% | -7 | 20
CC(C)OP(=O)(CCP(=O)(OC(C)C)OC(C)C)OC(C)C | 1% | 1% | 1% | 4% | 3% | -8 | -1
CCOC(=O)c1cc2sccc2n1Cc1ccccc1 | -9% | 41%[activator] | ? | -3% | -12% | 6 | -1
O=C1/C(=C\c2ccc(-c3ccccc3[N+](=O)[O-])o2)C(c2ccccc2)=NN1c1ccccc1 | 7% | ? | -17% | -3% | -11% | 0 | 2
O=C(CSc1ncccn1)NC1CCCc2ccccc21 (centres undefined) | -8% | 6% | 45%[activator] | -6% | 0% | 2 | 7
COc1ccc(CCNCc2ccccc2F)cc1 | nt | -20% | -22% | 2% | -6% | 19 | 17
O=C(Nc1nnc(-c2ccccc2SCc2ccccc2)s1)Nc1ccccc1F | 0% | 14% | 14% | -16% | -1% | 31 | -3
Cc1cc2oc(=O)cc(CN(C)Cc3cccc(F)c3)c2cc1C | -8% | -3% | 10% | -4% | -3% | 27 | 2
COc1ccc(N(CC(=O)NC2CCCC2)C(=O)Cn2nnc(-c3ccc(C)cc3)n2)cc1OC | ? | 0% | 10µM* | 3% | 2% | -5 | -5
CC1CCN(CC#CCOc2ccc(Cl)cc2)CC1 | -4% | ? | ? | -10% | 1% | nt | 10
CCOC(=O)c1cc([N+](=O)[O-])sc1NC(=O)CC | 16% | -26% | 10% | -2% | 1% | -7 | -2

For reference, three of the compounds above.
SMILES | Pf growth 48h | AMA1-RON2 inh | Pf growth 96h | TbPYK inhibitor | LmPK inh | Shiga toxin inh | Cycloheximide cs
COc1ccc(N(CC(=O)NC2CCCC2)C(=O)Cn2nnc(-c3ccc(C)cc3)n2)cc1OC | ? | 0% | 10µM* | 3% | 2% | -5 | -5
CC1CCN(CC#CCOc2ccc(Cl)cc2)CC1 | -4% | ? | ? | -10% | 1% | nt | 10
CCOC(=O)c1cc([N+](=O)[O-])sc1NC(=O)CC | 16% | -26% | 10% | -2% | 1% | -7 | -2

Following part:
SMILES | Pf growth 48h | AMA1-RON2 inh | Pf growth 96h | TbPYK inhibitor | LmPK inh | Shiga toxin inh | Cycloheximide cs
COc1ccc(CC(=O)NCc2cccc(CNC(=O)Cc3ccc(OC)c(OC)c3)c2)cc1OC | -17% | -10% | 8.3µM* | 5% | -10% | -10 | -3
CCOC(=O)C(=O)C1=CN(Cc2ccccc2)C=C(C#N)C1 | 30%[activator] | -5% | 15% | 0% | 3% | -7 | -1
c1ccc(Cc2nn3c(Cn4cnc5ccccc54)nnc3s2)cc1 | -5% | 7% | nt | -21% | 0% | -1 | -3
CN(C)c1ccc(C(c2nnnn2C(C)(C)C)N2CCc3ccccc3C2)cc1 (centres undefined) | -1% | nt | ? | nt | 8% | 3 | -2
Cc1nc2ccccn2c1C(=O)NCc1ccc2c(c1)OCO2 | 2% | -9% | 0%[5.75 µM] | -3% | 1% | 36 | 11
COc1ccc(C(=O)Nc2cccc(C(=O)N3CCCC3)c2)cc1 | 97%[activator] | -6% | 32%[activator] | 5% | 0% | 9 | 11*
COC(=O)c1c(NC(=O)C(C)C)sc2c1C(C(=O)OC)CC2 (centres undefined) | -20% | -5% | -9% | -3% | 1% | 13 | -2
COc1cc(/C=N/N(C)C)cc(Br)c1O | 45%[activator] | 6% | 0% | -9% | -14% | 18 | 10
CCN(c1cccc(C)c1)c1ncnc2nc[nH]c12 | ? | 10% | ? | -3% | 9% | -4 | -1
COc1cccc2c1OCC(C(=O)OCc1cccnc1)=C2 | 1% | 3% | 5% | -1% | -2% | 15 | 15*
CC1=N/C(=C/c2cccnc2)C(=O)O1 | 12% | 8% | 3% | 4% | -3% | 26 | 34*
CCc1ccc(C(=O)COC(=O)C(CCSC)NC(=O)C23CC4CC(CC(C4)C2)C3)cc1 (centres undefined) | -6% | 1% | ? | -2% | 2% | -7 | -3
CCN(CC)S(=O)(=O)c1ccc(NC(=S)Nc2ccccc2)cc1 | ? | -8% | ? | -1% | 3% | -8 | 13
O=c1oc2ccccc2c(O)c1C(c1ccccn1)c1c(O)c2ccccc2oc1=O | ? | 12% | ? | -3% | 12% | 14 | 2
O=C1CC(c2ccccc2)C(C(=O)Nc2ccccc2F)N1 (centres undefined) | 11% | 4% | 23% | -2% | -1% | -6 | -6
O=C(NCCc1c[nH]c2ccccc12)/C(=C/c1cccnc1)NC(=O)c1ccco1 | 11% | -3% | ? | 1% | 15% | -2 | 1
O=C(C1CCN(C2CC(=O)N(c3ccc(F)cc3)C2=O)CC1)N1CCOCC1 (centres undefined) | 7% | -2% | nt | 6% | -12% | 11 | 2
COc1cc(C(=O)N/N=C/c2ccc(OC(=O)c3ccccc3Cl)c(OC)c2)ccc1O | -2% | -13% | ? | 6% | -1% | 11 | 8
COC(=O)c1cc(Br)c(=O)n(Cc2ccc(OC)c(OC)c2)c1 | -4% | -3% | nt | -3% | 5% | 4 | 6
O=C(O)CCN1C(=O)c2ccc(Oc3ccc([N+](=O)[O-])cc3)cc2C1=O | 4% | -2% | ? | 0% | -3% | 25 | -1
CCN1CCCC1CNC(=O)C(=O)NC(C)C (centres undefined) | 40% | -3% | 19% | 3% | -1% | -7 | 10
CCOC(=O)Cn1c(=O)c(-c2cc(Br)ccc2N)nc2ccccc21 | 64%[activator] | 6% | 32%[activator] | 5% | 0% | -5 | -2
COc1ccc2nc(N(CCN(C)C)C(=O)/C=C/c3cccs3)sc2c1 | ? | -16% | ? | 1% | 4%[11.5 µM] | -19 | -6
COC(=O)c1ccc(NC(=O)COC(=O)C2CCC2)cc1 | 6% | -3% | 30% | 2% | nt | nt | nt
COc1ccc2nc3sc(C(=O)NCCCN4CCc5ccccc5C4)cc3cc2c1 | ? | -18% | 35%[activator] | 4% | 0% | 38 | 28*
COc1cc(-c2nnn(CC(=O)NC3CCS(=O)(=O)C3)n2)ccc1OCc1ccccc1 (centres undefined) | 40%[activator] | -11% | 217%[activator] | 7% | 5% | 44* | 17*
Cc1c(C(=O)O)oc2ccc(S(=O)(=O)N3CCC(C)CC3)cc12 | -8% | 2% | 88%[activator] | -5% | 4% | -5 | -4
CC1=N/C(=C/c2cc(Br)cc(Br)c2O)C(=O)O1 | 11% | 6% | ? | -2% | 0% | -3 | -2
Cc1ccc(CNC(=O)COc2ccc(C(=O)c3ccc(F)cc3)cc2)cc1 | -7% | 4% | ? | -12% | 5% | -2 | -1
Cc1cccc(-n2ccnc2CN2CCN(C(C)C)C(CCO)C2)c1 (centres undefined) | -8% | 62%[activator] | -18% | 1% | 2% | 9 | -3
O=C(O)c1ccc(-n2cccc2)cc1O | 1% | -7% | ? | ? | 0% | 33 | 6
COc1ccc(CCNC(=O)C2CCN(S(=O)(=O)c3ccc(NC(C)=O)cc3)CC2)cc1OC | ? | -7% | ? | -1% | 2% | -5 | -2
Cc1ccnc(NC(=O)C2CCN(S(=O)(=O)c3ccc(C)c(C)c3)CC2)c1 | 34%[activator] | -8% | -57% | 1% | nt | nt | nt
COc1ccc(C(=O)Nc2ccc(C)cc2C(=O)c2ccccc2)c(OC)c1 | -2% | -18% | ? | -7% | 0% | -3 | -4
COc1ccc(OC)c(NS(=O)(=O)c2cc(OC)ccc2OC)c1 | 4% | -4% | nt | 2% | -10% | -4 | -4
COCCN=C1N[C@@H](c2ccc(Br)cc2)C(C(=O)OC)=C(C)N1Cc1ccccc1 | ? | 0% | ? | -4% | -13%&-1% | 6&-10 | -2&-3
CCN(CC)S(=O)(=O)c1ccc2nc(COC(=O)c3n[nH]c4ccccc34)[nH]c2c1 | ? | 1% | nt | -2% | 2% | -12 | -1
CN(C)S(=O)(=O)c1cccc(C(=O)N2CCN(Cc3ccccc3)CC2)c1 | -4% | 5% | -21% | -3% | 0% | 6 | 0
O=C1/C(=C\c2cc3c(cc2Cl)OCO3)N2CCC1CC2 | 21% | -6% | 5.9µM* | -3% | 3% | 30 | 7
COC(=O)c1ccc2c(=O)n(CCCCCC(=O)NCc3ccccc3)c(=O)[nH]c2c1 | nt | 1% | 65%[activator] | 0%&1% | 11% | -11 | -1
C/C(=N\NC(=O)Cn1nnc2ccccc21)c1ccco1 | 24% | 34%[activator] | 12% | 2% | -1% | 2 | -1
COc1cccc(C(=O)N2CCCN(C)CC2)c1OC | -8% | -4% | ? | 1% | 4% | -2 | -3
Cc1ccc2c(Cn3cc(C(F)(F)F)cc(Cl)c3=O)cc(=O)oc2c1 | -8% | nt | 13% | nt | 3% | -6 | -2
CCOc1ccsc1C(=O)NNC(=O)c1ccco1 | 83%[activator] | 2% | 38%[activator] | 6% | 0% | -6 | -1
O=C(COC(=O)C1CC(=O)N(CCc2ccccc2)C1)c1ccc[nH]1 (centres undefined) | -2% | 0% | -1% | -4% | nt | nt | nt
Cc1ccnc(NS(=O)(=O)c2ccc(NC(=O)CSc3nc(-c4ccccc4)cc(=O)[nH]3)cc2)n1 | 1% | 4% | -16% | 1% | 28% | 18 | -4
O=C(c1cc(-c2ccccc2Cl)on1)N1CCCC1 | 0% | 3% | 324%[activator] | -6% | 0% | 33 | 14*
